Screening results from PubChem.
MrgX1 allo act: allosterically activates human MrgX1 receptor signaling; Q96LB2; MrgX1-HEK293, Fluo-4 calcium flux, FDSS; hits give high values; B-score at 10 µM; hit rate 0.63% among 310,000;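 active = plate-corrected calcium response at least 3 library SD above typical, normal starting fluorescence, not activating the receptor alone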;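 also: compound read alongside a low EC10 to EC30 dose of BAM8-22 agonist; peak minus trough fluorescence over baseline measured at the second addition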
TRPC6 inh: blocks the mouse TRPC6 cation channel. Q61143. HEK293-TRPC6, membrane potential dye, ACh-evoked depolarization; hits give low values. B-score at 10 µM. hit rate 1.1% among 310,000. AID 2553;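 active = B-score under library mean minus 3 SD, initial fluorescence not abnormally high, positive integrated signal ratio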;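 also: B-score derived from integrated fluorescence ratio over the kinetic read; more negative B-score means stronger inhibition of depolarization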
TRPC4 agonist: opens the mouse TRPC4 cation channel; B-score at 10 µM; HEK293 TRPC4beta/mu-opioid, Fluo4 calcium fluorescence; hits give high values; hit rate 0.49% among 310,000;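 active = B-score above 5 SD of library B-scores, and initial fluorescence ratio not above library mean plus 5 SD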;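 also: positive B-score marks a calcium rise read as TRPC4 activation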
Target sequence (Q9QUQ5 whole entry, looked up): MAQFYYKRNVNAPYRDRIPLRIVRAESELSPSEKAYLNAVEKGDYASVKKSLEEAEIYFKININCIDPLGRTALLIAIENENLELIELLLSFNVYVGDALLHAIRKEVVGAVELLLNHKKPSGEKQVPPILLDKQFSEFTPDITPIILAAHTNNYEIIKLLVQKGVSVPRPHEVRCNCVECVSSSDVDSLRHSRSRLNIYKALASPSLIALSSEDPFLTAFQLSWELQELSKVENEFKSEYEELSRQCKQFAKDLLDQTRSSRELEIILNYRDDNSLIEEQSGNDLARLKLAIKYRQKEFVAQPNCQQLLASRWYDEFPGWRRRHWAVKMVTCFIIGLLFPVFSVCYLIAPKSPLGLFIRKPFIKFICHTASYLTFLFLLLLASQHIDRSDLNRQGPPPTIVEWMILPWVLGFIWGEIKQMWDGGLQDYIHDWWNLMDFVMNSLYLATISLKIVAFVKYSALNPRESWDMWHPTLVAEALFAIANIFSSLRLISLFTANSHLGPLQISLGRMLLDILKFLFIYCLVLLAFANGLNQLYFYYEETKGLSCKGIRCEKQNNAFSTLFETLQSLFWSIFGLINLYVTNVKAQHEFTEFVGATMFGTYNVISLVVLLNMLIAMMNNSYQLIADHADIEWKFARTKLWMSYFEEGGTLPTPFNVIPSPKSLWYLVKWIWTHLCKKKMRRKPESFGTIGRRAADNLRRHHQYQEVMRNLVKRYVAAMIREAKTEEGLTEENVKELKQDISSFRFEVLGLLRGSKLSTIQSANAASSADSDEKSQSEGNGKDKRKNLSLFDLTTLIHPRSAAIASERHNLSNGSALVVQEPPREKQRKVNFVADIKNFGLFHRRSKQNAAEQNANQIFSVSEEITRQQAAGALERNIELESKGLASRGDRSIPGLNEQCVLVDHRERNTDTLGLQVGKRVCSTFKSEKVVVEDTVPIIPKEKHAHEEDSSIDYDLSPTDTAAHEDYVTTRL
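Material: TRPC4beta and mu-opioid receptor HEK293 stable cells | Incubation: 45 min room-temperature Fluo4 loading, 110 s read | Detection: Kinetic Fluo4 calcium fluorescence | Measure: Integrated baseline-normalised fluorescence ratio, converted to per-well B score | Benchmarks: Low control buffer alone, high control maximal DAMGO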
AI-2 QS mod: modulates the Vibrio harveyi AI-2 quorum sensing system; Vibrio harveyi JMH597 AI-2 luminescence/OD600 ratio, 9 h; hits give low values; strain lacks LuxN and CqsS sensors; 0 = neutral-control median; activity change, % at 7.5 µM; hit rate 0.4% among 300,000; AID 2094; in the data active = activity change below about -75%, passing the limit was not always enough;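 also: luminescence divided by OD600 gain over 9 h not by final OD600 alone; inactives centre near 13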
TRPC4 inh: inhibitors of mouse TRPC4 channel; Q9QUQ5; HEK293 TRPC4beta/mu-opioid, DAMGO-evoked Fluo4 calcium flux; hits give low values; B-score at 10 µM; hit rate 0.39% among 300,000; AID 2247;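 active = B-score over 3 SD under the library average, no early fluorescence shift, positive overall ratio signal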
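Assay system – HEK293 line stably carrying TRPC4beta and mu-opioid receptor · Doses – single dose · Detection – Fluo4 calcium-dye fluorescence, kinetic read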
MrgX1 antag: blocks BAM8-22 activation of human MrgX1 receptor; Q96LB2; MRGX1-HEK293 calcium flux, Fluo-4, BAM8-22 antagonism; hits give low values; B-score at 10 µM; hit rate 1.3% among 310,000; AID 588676;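 active = calcium-response B-score plate-corrected more than 3 library SD below zero, starting fluorescence within 5 deviations, no agonist response on first addition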;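 also: peak minus trough fluorescence over baseline after final BAM8-22 challenge near maximal dose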
TRPC4 potent: allosterically enhances the mouse TRPC4 cation channel. HEK293 TRPC4beta/mu-opioid, DAMGO EC20, Fluo-4 Ca2+ flux; hits give high values. hit rate 0.42% among 310,000. B-score at 10 µM;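 active = B-score of calcium response area above 5 SD of library B-scores, with initial fluorescence ratio within 5 SD of library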;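 also: B-score of integrated fluorescence ratio over time as area under calcium response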
TRPC6 act: activators of mouse TRPC6 channel; Q61143; HEK293-TRPC6 membrane potential dye fluorescence; hits give high values; B-score at 10 µM; hit rate 0.13% among 310,000;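 active = B-score of the integrated fluorescence ratio above library mean plus 3 SD, and starting fluorescence ratio within library mean plus 5 SD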;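 also: higher score means more depolarization so channel activation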
MrgX1 ag: human MrgX1 receptor agonism, primary screen; Q96LB2; MrgX1-HEK293 cells, Fluo-4 calcium fluorescence, agonist mode; hits give high values; B-score at 10 µM; hit rate 0.44% among 310,000;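 active = calcium response B-score plate-corrected fluorescence ratio at least 3 library SD, with starting fluorescence B-score inside 5 SD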
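Test system: Stable human MrgX1 HEK293 cell line | Schedule: Overnight plating before 1 h dye loading | Read-out basis: Baseline-normalised fluorescence change ratio, B-scored | Detection: Kinetic calcium dye fluorescence, Fluo-4 NW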
HIF act: HIF pathway transcriptional activation. U2OS HRE-luciferase reporter, luminescence; normalized: DMSO 0%, desferrioxamine 100%. activation, % at 7.5 µM (by protocol). hit rate 0.32% among 300,000;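 active = mean activation of at least 10% of the iron chelator positive control signal, with at least half of replicates also reaching 10%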
PolyA inhibitor: yeast polyadenylation inhibition. calls only at 12 µM. hit rate 0.02% among 300,000. S. cerevisiae SKY197-pL101 polyadenylation reporter, beta-gal luminescence; efflux-impaired pdr1/pdr3 knockout yeast; score 100 = 6 SD above DMSO;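 active = lowest replicate activity score at least 50, where 100 means six control SD above control mean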;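 also: yeast exposed to compound for 9 h at 30 °C; higher score means more reporter readthrough which indicates perturbed polyadenylation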
Active calls of the source: *; i = inactive; / = no result given. A portion of the library, so the mix of outcomes need not match the whole.

SMILES	MrgX1 allo act	TRPC6 inh	TRPC4 agonist	AI-2 QS mod	TRPC4 inh	MrgX1 antag	TRPC4 potent	TRPC6 act	MrgX1 ag	HIF act	PolyA inhibitor
CC(C)C(=O)Nc1cccc(NC(=S)NC(=O)c2ccc3c(c2)OCO3)c1	i	i	i	2	i	i	i	i	i	6.2	i
Cc1snc2sc(C(=O)c3ccc(F)cc3)c(N)c12	i	i	i	-2	i	i	i	i	i	2.1	i
COc1ccc(CNC(=O)C2CC(c3ccccc3C(F)(F)F)=NO2)cc1 (stereo not drawn)	i	i	i	6	i	i	i	i	i	-0.2	i
CCOc1ccc(CCNC(=O)c2cnc(C)cn2)cc1OCC	i	i	i	16	i	i	i	i	i	-0.7	i
CN(C)C=NC(=O)c1cc(C(=O)c2ccccc2)c[nH]1	i	i	i	4	i	i	i	i	i	0.2	i
COc1ccc(-c2nnc3ccc(SCC(=O)NCc4ccco4)nn23)cc1OC	i	i	i	19	i	i	i	i	i	-0.1	i
CC(=O)N=C1SC2CS(=O)(=O)CC2N1c1ccccc1Cl (stereo not drawn)	i	i	i	24	i	i	i	i	i	0.2	i
COc1ccc(CCn2c(=N)c(S(=O)(=O)c3ccccc3)cc3c(=O)n4ccccc4nc32)cc1	i	i	i	24	i	i	i	i	i	0.3	i
COCCNC(=O)c1c(NC(=O)c2nc(SC)ncc2Cl)sc2c1CCCC2	i	i	i	15	i	i	i	i	i	-0.6	i
C=CCNC(=S)Nc1cccc(NC(=S)NCC=C)c1	i	i	i	13	i	i	i	i	i	0.2	i
CCC1(C)COC(C)(CC(=O)NNC(=O)Nc2ccccc2)OC1 (stereo not drawn)	i	i	i	18	i	i	i	i	i	0.2	i
O=C(NC1CCCCC1)c1nc2c(nnn2Cc2ccccc2Cl)c(=O)[nH]1	i	i	i	39	i	i	i	i	i	-0.5	i
O=c1cccccc1NN=C1CCCCC1	i	i	i	/	i	i	i	i	i	2.1	i
Cc1ccc(S(=O)(=O)c2nc(-c3ccc(F)cc3)oc2N2CCOCC2)cc1	i	i	i	21	i	i	i	i	i	0.1	i
Cc1ccc(C(CC(=O)c2ccc(Cl)cc2)C(=O)O)cc1 (stereo not drawn)	i	i	i	50	i	i	i	i	i	0.0	i
Cc1cccn2cc(CCNS(=O)(=O)c3ccc4c(c3)OCCO4)nc12	i	i	i	9	i	i	i	i	i	0.6	i
Cc1ccc(C2=CSC3=NS(=O)(=O)CCN23)cc1C	i	i	i	10	i	i	i	i	i	0.8	i
O=C(CNC(=O)C1CCCCC1)NC1CCCCC1	i	i	i	13	i	-4.7*	i	i	i	0.3	i
CC(=O)c1c(C(C)=O)c(C)n(C2CCCCC2)c1C	i	i	i	16	i	i	i	i	i	-0.1	i
COc1cc(NC(=O)COC(=O)/C=C/c2ccc(OC)c(OC)c2)cc(OC)c1	i	i	i	-4	i	i	i	i	i	-0.3	i
COc1ccc2sc(N(CCCN(C)C)C(=O)c3nc4ccccc4s3)nc2c1	i	i	i	20	i	i	i	i	i	-0.1	i
CC1(c2ccccc2)NC(=O)N(CCOc2ccccc2)C1=O (stereo not drawn)	i	i	i	19	i	i	i	i	i	-0.1	i
CSc1ccccc1C(=O)NC1CCSc2ccccc21 (stereo not drawn)	i	i	i	/	i	i	i	i	i	0.4	i
CCCNC(=O)CCn1nc(-c2ccccc2)c2ccccc2c1=O	i	i	i	9	i	i	i	i	i	-0.1	i
CC1CCCC(NC(=O)CCCn2c(=S)[nH]c3ccccc3c2=O)C1C (stereo not drawn)	i	i	i	19	i	i	i	i	i	-0.2	i
O=C(CN1C(=O)COc2ccc(S(=O)(=O)N3CCOCC3)cc21)Nc1cccc(Cl)c1	i	i	i	19	i	i	i	i	i	-0.6	i
Cc1cccc(C(=O)N2CCN(c3ccc([N+](=O)[O-])c(NCc4ccco4)c3)CC2)c1	i	i	i	32	i	i	i	i	i	/	i
O=[N+]([O-])c1c(Nc2ccccc2O)cc(N2CCOCC2)c2nonc12	i	i	i	34	i	i	i	i	i	-0.4	i
COC(=O)c1ccc(CSc2nc3cc(Cl)ccc3o2)cc1	i	i	i	4	i	i	i	i	i	-0.4	i
COc1ccc2oc(=O)c(-c3nc4ccccc4o3)cc2c1	i	i	i	22	i	i	i	i	i	4.3	i
Cc1nc2sc3c(c2c(=O)o1)CCC3	i	i	i	30	i	i	i	i	i	-0.1	i
CCC1CCCCN1CCCNC(=O)c1ccc(CS(=O)(=O)c2ccccc2OC)o1 (stereo not drawn)	i	i	i	1	i	i	i	i	i	-0.2	i

A second format for 2 compounds above.
O=[N+]([O-])c1c(Nc2ccccc2O)cc(N2CCOCC2)c2nonc12
  MrgX1 allo act = i; TRPC6 inh = i; TRPC4 agonist = i; AI-2 QS mod = 34; TRPC4 inh = i; MrgX1 antag = i; TRPC4 potent = i; TRPC6 act = i; MrgX1 ag = i; HIF act = -0.4; PolyA inhibitor = i
O=C(CN1C(=O)COc2ccc(S(=O)(=O)N3CCOCC3)cc21)Nc1cccc(Cl)c1
  MrgX1 allo act = i; TRPC6 inh = i; TRPC4 agonist = i; AI-2 QS mod = 19; TRPC4 inh = i; MrgX1 antag = i; TRPC4 potent = i; TRPC6 act = i; MrgX1 ag = i; HIF act = -0.6; PolyA inhibitor = i

(list continues)
SMILES	MrgX1 allo act	TRPC6 inh	TRPC4 agonist	AI-2 QS mod	TRPC4 inh	MrgX1 antag	TRPC4 potent	TRPC6 act	MrgX1 ag	HIF act	PolyA inhibitor
CCC(c1c(C)[nH]oc1=O)c1c(C)[nH]oc1=O	i	i	i	17	i	i	i	i	i	0.0	i
O=S(=O)(c1ccc(C2CCCCC2)cc1)N1CCOCC1	i	i	i	12	i	i	i	i	i	-0.3	i
Cc1cccc(C)c1N1C(=O)CCC(C)(C)C1=O	i	i	i	10	i	i	i	i	i	-22	i
CC(=O)N/N=C(\C)CCc1ccccc1	i	i	i	11	i	i	i	i	i	-0.5	i
COc1ccc(C(=O)NNC(=O)CN2CCC(n3nnc4cc(C)ccc43)CC2)cc1	i	i	i	10	i	i	16*	i	i	-0.4	i
O=C(NCC1CCCO1)c1ccc2c(=O)n(Cc3ccc(Cl)cc3)c(=S)[nH]c2c1 (stereo not drawn)	i	i	i	/	i	i	i	i	i	0.1	i
CCCCCCCC1CC(CSc2ncn[nH]2)OC1=O (stereo not drawn)	i	i	i	-13	i	i	i	i	i	0.0	i
CCCN1Cc2cccc(C(=O)NC3CCCC3)c2C1=O	i	i	i	17	i	i	i	i	i	0.0	i
CCc1cc2c(NC(Cc3ccccc3)C(=O)O)ncnc2s1 (stereo not drawn)	i	i	i	13	i	i	i	i	i	-1.0	i
COC(=O)c1cc2ccsc2n1CC(=O)NCC1CCCO1 (stereo not drawn)	i	i	i	16	i	i	i	i	i	-0.5	i
COc1ccc(C(CC(=O)O)NC(=O)Cc2ccccc2)cc1OC (stereo not drawn)	i	i	i	18	i	i	i	i	i	-0.3	i
O=C(Nc1cccn2ncnc12)C(F)(F)F	i	i	i	-7	i	i	i	i	i	-1.0	i
CSc1nc2ccc(NS(=O)(=O)c3c(Cl)cccc3Cl)cc2s1	i	i	i	27	i	i	i	i	i	0.0	i
COc1ccc(N(C(=O)c2snc(C(N)=O)c2N)C(C(=O)NCc2ccc(F)cc2)c2ccc(C)o2)c(OC)c1 (stereo not drawn)	i	i	i	24	i	i	i	i	i	0.1	i
O=C(N/N=C/c1ccco1)c1cc(-c2ccc3ccccc3c2)n[nH]1	i	i	i	23	i	i	i	i	i	2.2	i
CCOC(=O)C1CCCN(c2nnnn2-c2ccccc2)C1 (stereo not drawn)	i	i	i	5	i	i	i	i	i	-0.4	i
C/C(=N\N)c1c(-c2ccccc2)c2cc(C)ccc2[nH]c1=O	i	i	i	8	i	i	i	i	i	-0.8	i
CC(=O)Nc1ccc(/C=N/N2CCCCC2)cc1	i	i	i	23	i	i	i	i	i	1.5	i
C=CCSc1nnc(NC(=O)c2ccc(Cl)nc2)s1	i	i	i	9	i	i	i	i	i	0.5	i
Cc1ccc(C(=O)NC2CCCCCCC2)c(Cl)c1	i	i	i	12	i	i	i	i	i	-2.8	i
CCOc1ccccc1NC(=O)CN1CCN(Cc2ccccc2)CC1	i	i	i	3	i	i	i	i	i	0.1	i
CCOC(=O)C1CCCN(C(=O)C2c3ccccc3Oc3ccccc32)C1 (stereo not drawn)	i	i	i	14	i	i	i	i	i	0.1	i
CC(C)C(c1nnnn1Cc1ccc(F)cc1)N1CCN(c2ccc(O)cc2)CC1 (stereo not drawn)	i	i	i	3	i	i	i	i	i	-0.3	i
CCCn1c(SCC(=O)c2cc(C)ccc2C)n[nH]c1=O	i	i	i	33	i	i	i	i	i	0.4	i
COc1cc(C(=O)NCc2ccc(F)cc2)cc(Cl)c1OC	i	i	i	5	i	i	i	i	i	-0.4	i
O=C(Nc1ccc(N2CCOCC2)cc1)c1ccc(S(=O)(=O)N2CCCCC2)cc1	i	i	i	10	i	i	i	i	i	/	i
CCn1c(COC(=O)CNC(=O)c2ccccc2)nc2cc(S(=O)(=O)N(C)C)ccc21	i	i	i	16	i	i	i	i	i	-0.4	i
COc1ccc(C(=O)COc2ccc3ccc(=O)oc3c2)c(OC)c1	i	i	i	17	i	i	i	i	i	0.0	i
CCOC(=O)NC(=O)CSc1nc2ccc([N+](=O)[O-])cc2[nH]1	i	i	i	35	i	i	i	i	i	-0.2	i
O=C(O)COc1ccc(/C=N/NC(=O)C2CCCN2S(=O)(=O)c2ccc(Cl)cc2)cc1 (stereo not drawn)	i	i	i	0	i	i	i	i	i	0.4	i
CCOC(=O)C1(Cc2cccc(OC)c2)CCN(Cc2ccccc2OC)CC1	i	i	i	41	i	i	i	i	i	0.0	i
COc1ccccc1OCC(=O)NC1CC(C)(C)NC(C)(C)C1	i	i	i	12	i	i	i	i	i	0.0	i
COc1cc(/C=N/NC(=O)c2ccoc2C)ccc1O	i	i	i	24	i	i	i	i	i	1.9	i
O=[N+]([O-])c1nn(-c2ccccc2)n(O)c1=NCCc1ccccc1	i	i	i	38	i	i	i	i	i	2.0	i
CCO[C@H]1OC(C(=O)NCc2ccccc2)=C[C@@H](c2cn(C(C)=O)c3ccccc23)[C@@H]1CCCO	i	i	i	17	i	i	i	i	i	0.1	i
O=C1CC(C(=O)NCCc2ccccc2)SC(=Nc2ccccc2)N1 (stereo not drawn)	i	i	i	9	i	i	i	i	i	0.2	i
